# NSD2 block: inhibitors of human NSD2, primary screen, biochemical, plate reader, single point; Histone-lysine N-methyltransferase NSD2 (Homo sapiens), O96028; NSD2-SET H3K36me1 DELFIA fluorescence; inhibition, % at 12.5 µM; 44,000 compounds, 0.07% hits; AID 624260, 2012; in the data active = inhibition above about 54%, passing the limit was not always enough;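 also: inhibitors reduce the monomethyl H3K36 fluorescence signal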
# Target sequence (O96028 whole entry, looked up): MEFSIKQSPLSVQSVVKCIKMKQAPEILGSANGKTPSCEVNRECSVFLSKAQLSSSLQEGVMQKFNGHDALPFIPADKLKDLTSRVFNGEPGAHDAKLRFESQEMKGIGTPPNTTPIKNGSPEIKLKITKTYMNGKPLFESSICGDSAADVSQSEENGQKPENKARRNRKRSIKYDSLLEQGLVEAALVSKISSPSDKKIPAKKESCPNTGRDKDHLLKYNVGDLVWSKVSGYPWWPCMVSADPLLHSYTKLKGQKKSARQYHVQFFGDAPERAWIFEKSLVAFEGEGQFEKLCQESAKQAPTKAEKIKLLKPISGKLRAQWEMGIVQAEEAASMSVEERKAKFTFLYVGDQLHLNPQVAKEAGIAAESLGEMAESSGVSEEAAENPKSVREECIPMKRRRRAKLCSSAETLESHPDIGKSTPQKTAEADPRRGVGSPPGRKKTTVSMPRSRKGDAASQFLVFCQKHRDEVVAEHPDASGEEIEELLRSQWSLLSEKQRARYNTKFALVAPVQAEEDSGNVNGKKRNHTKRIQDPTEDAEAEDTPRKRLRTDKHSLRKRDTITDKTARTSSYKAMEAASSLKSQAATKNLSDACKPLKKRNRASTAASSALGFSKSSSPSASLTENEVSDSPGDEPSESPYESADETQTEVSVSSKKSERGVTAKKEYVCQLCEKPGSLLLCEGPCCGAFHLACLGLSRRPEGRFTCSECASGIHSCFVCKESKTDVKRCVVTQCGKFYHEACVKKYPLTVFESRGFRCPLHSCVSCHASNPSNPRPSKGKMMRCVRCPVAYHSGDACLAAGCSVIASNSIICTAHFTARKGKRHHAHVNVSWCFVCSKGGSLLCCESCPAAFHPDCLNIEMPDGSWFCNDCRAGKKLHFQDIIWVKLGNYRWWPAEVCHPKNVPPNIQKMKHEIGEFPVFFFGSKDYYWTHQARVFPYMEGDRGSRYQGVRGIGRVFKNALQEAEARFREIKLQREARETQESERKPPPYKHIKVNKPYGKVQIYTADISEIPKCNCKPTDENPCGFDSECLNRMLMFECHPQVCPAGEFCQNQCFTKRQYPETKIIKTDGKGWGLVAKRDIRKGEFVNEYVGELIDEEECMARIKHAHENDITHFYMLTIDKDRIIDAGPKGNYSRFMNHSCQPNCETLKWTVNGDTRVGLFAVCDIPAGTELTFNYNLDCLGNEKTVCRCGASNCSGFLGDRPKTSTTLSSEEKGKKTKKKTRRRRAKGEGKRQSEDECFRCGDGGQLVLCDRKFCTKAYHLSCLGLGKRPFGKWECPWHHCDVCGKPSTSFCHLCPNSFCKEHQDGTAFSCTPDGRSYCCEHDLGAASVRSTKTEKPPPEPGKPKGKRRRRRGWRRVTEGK
# The depositor's hits bear a star.
SMILES,NSD2 block
CCN1C[C@@]2(COC)C3[C@@H](OC)[C@H]4[C@@H]1[C@@]3(C1C[C@]3(O)[C@H](OC(=O)c5ccccc5)C1[C@]4(OC(C)=O)[C@@H](O)[C@H]3OC)[C@@H](OC)C[C@H]2O (some centres undefined),1
N#Cc1cc2c(nc1SCc1ccccc1Br)C1CCN2CC1,-1
CC(C)[C@@]1(NC(=O)[C@@H]2C[C@@H]3c4cccc5[nH]cc(c45)C[C@H]3N(C)C2)O[C@@]2(O)[C@@H]3CCCN3C(=O)[C@H](Cc3ccccc3)N2C1=O,23
C[C@@H]1O[C@@H](OC2CCC3(C)C4CCC5(C)C(C6=CC(=O)OC6)CCC5(O)C4CC[C@H]3C2)[C@H](O)[C@H](O)[C@H]1O (some centres undefined),-4
CC(=O)[C@H]1CC[C@H]2[C@@H]3CC[C@H]4C[C@H](O)CC[C@]4(C)[C@H]3C(=O)C[C@]12C,6
COC(=O)[C@@]12C(=O)C(C)C(=O)[C@]1(C)C(C)=C[C@H]1[C@]3(C)CC[C@H](OC(C)=O)C(C)(C)[C@H]3CC[C@@]12C (some centres undefined),0
Cc1ccc(OC(=O)N(C)C[C@@H]2OCc3cnnn3CCCC(=O)N([C@H](C)CO)C[C@H]2C)cc1,5
N#Cc1nn(-c2c(Cl)cc(C(F)(F)F)cc2Cl)c(N)c1S(=O)C(F)(F)F (centres undefined),-4
O=C(CCCN1CCC(n2c(=O)[nH]c3ccccc32)CC1)c1ccc(F)cc1,-6
Cc1ccc(OC(=O)N(C)C[C@H]2OCc3cnnn3CCCC(=O)N([C@H](C)CO)C[C@@H]2C)cc1,-12
O=C1c2ccccc2-c2cccc3cccc1c23,-8
COc1cc(N)c(Cl)cc1C(=O)NC1CN2CCC1CC2 (centres undefined),-6
CC12CC[C@H]3C(CCC4(O)CC(O)CCC34O)C1(O)CCC2C1=CC(=O)OC1 (some centres undefined),6
CCCCc1ccc(C(=O)O)nc1,-5
N#CC(C#N)=NNc1ccc(OC(F)(F)F)cc1,-22
CCCCC/C=C/C/C=C/C/C=C/C/C=C/CCCC(=O)Nc1ccc(O)cc1,1
COC(=O)CN1CN(c2ccccc2)C2(CCN(Cc3ccc4ccccc4c3)CC2)C1=O,5
CC1=CC[C@@H]2[C@@H](C1)c1c(O)cc(CC#CCCCNS(C)(=O)=O)cc1OC2(C)C,-8
FC(F)(F)c1cccc(C2=CCN(CCc3ccc4ccccc4c3)CC2)c1,-2
CC(C)(O)c1cc(O)c2c(c1)CCC1C(C)(C(=O)O)CCCC21C (centres undefined),9
NC(=O)CS(=O)C(c1ccccc1)c1ccccc1 (centres undefined),-4
C[C@@H]1O[C@@H](O[C@@H]2C=C3CCC4C(CC[C@]5(C)[C@@H](c6ccc(=O)oc6)CC[C@]45O)[C@@]3(C)CC2)[C@H](O)[C@H](O)[C@H]1O (some centres undefined),2
Cc1c(C(=O)c2cccc3ccccc23)c2cccc3c2n1[C@@H](CN1CCOCC1)CO3,-2
CCC1(c2cccc(O)c2)CCCCN(C)C1 (centres undefined),0
N#Cc1c(Cl)cccc1Cl,-4
CCCCC/C=C\C/C=C\C/C=C\C/C=C\CCCC(=O)NCC(=O)O,-7
CO[C@H]1C[C@H](OC2CCC3(C)C4CCC5(C)C(C6=CC(=O)OC6)CC(OC(C)=O)C5(O)C4CC[C@H]3C2)O[C@@H](C)[C@@H]1O (some centres undefined),-1
CC(C)n1cnc2c(C(=O)N[C@H]3CN4CCC3CC4)cc(Cl)cc21,4
C[C@@H]1CN(C2CCC(C#N)(c3ccc(F)cc3)CC2)CC[C@]1(C(=O)O)c1ccccc1 (some centres undefined),-2
Cn1c(=O)c2c(ncn2CCCl)n(C)c1=O,0
CN(C)CCN(C)CCc1ccc(Cl)c(Cl)c1,-1
CC1=NN=C(c2ccc(N)cc2)c2cc3c(cc2C1)OCO3,0
COc1ccc2c(c1)[C@]13CCCC[C@@H]1[C@H](C2)N(C)CC3,0
COc1cc2c(cc1OC)C13CCN(C)CC4=CCOC5CC(=O)N2C1C5C4CC3=O (centres undefined),-4
CC12CCC3C(CCC4C(=O)C(=O)CCC43C)C1CCC2=O (centres undefined),2
CN(C(=O)Cc1ccc(Cl)c(Cl)c1)C(CN1CCCC1)c1cccc(OCC(=O)O)c1 (centres undefined),-3
CCN(CC)C(=O)N[C@@H]1C[C@@H]2c3cccc4[nH]cc(c34)C[C@H]2N(C)C1,-7
COC1(CS(=O)c2ccccc2)CCN(CCc2c[nH]c3ccc(F)cc23)CC1 (centres undefined),-2
C[C@]12CC[C@H]3[C@@H](CC[C@]4(O)C[C@@H](O)CC[C@]34C=O)[C@@]1(O)CC[C@@H]2C1=CC(=O)OC1,1
c1cncc(C2=NCCC2)c1,-1
C=CC/C=C\C/C=C\CCCCCCCc1cc(O)cc(O)c1,-19
NCC(=O)c1ccccc1,-4
COc1c2c(cc3c1OCO3)CCN(C)C2,-1
O=C1NCN(c2ccccc2)C12CCN(CC1COc3ccccc3O1)CC2 (centres undefined),-4
CN1Cc2c(ccc3c2OCO3)[C@@H]2[C@H]1c1cc3c(cc1C[C@@H]2O)OCO3,-5
O=C1C=C2C=C[C@@H]3CC2(O1)[C@H]1CCCCN31,0
N[C@H]1C[C@@H]1c1ccccc1,4
O=C(O)c1ccc2[nH]cc(CCCCN3CC=C(c4ccccc4)CC3)c2c1,-17
COc1ccc(OC(=O)N(C)C[C@H]2OCc3cnnn3CCCC(=O)N([C@H](C)CO)C[C@H]2C)cc1,1
COc1cc2cc(c1Cl)N(C)C(=O)CC(OC(=O)C(C)C)C1(C)OC1C(C)C1CC(O)(NC(=O)O1)C(OC)/C=C/C=C(/C)C2 (centres undefined),0
Cn1c2c(c3ccccc31)CCNCC2,1
COc1cc2c(cc1O)C[C@H]1c3c(cc(O)c(OC)c3-2)CCN1C,-4
C[C@]12CC[C@H](O)C[C@H]1CC[C@@H]1[C@@H]2C[C@@H](O)[C@]2(C)[C@@H](C3=CC(=O)OC3)CC[C@]12O,2
CN1CCc2cc(O)cc3c2[C@H]1Cc1ccc(O)c(O)c1-3,8
O=C(Cc1ccc(Cl)c(Cl)c1)N1CCCCC1CN1CCCC1 (centres undefined),5
OCC1OC(n2cnc3cc(Cl)c(Cl)cc32)[C@@H](O)[C@H]1O (some centres undefined),2
Clc1cccc(SC2CCNCC2)n1,11
O=c1cccc2n1CC1CNC[C@H]2C1,-3
CCCN(CCC)[C@@H]1CCc2c(OC)cccc2[C@@H]1C,-5
CCNC(=O)[C@H]1O[C@@H](n2cnc3c(N)ncnc32)C(O)[C@H]1O (some centres undefined),-4

# Further entries
SMILES,NSD2 block
C[C@@H]1CN([C@@H](C)CO)C(=O)CCCn2cc(nn2)CO[C@H]1CN(C)C(=O)Oc1ccc2ccccc2c1,-4
CC(=O)O[C@H]1CC[C@@]2(C)C(=CC[C@@H]3[C@@H]2CC[C@]2(C)C(=O)CC[C@@H]32)C1,3
COc1ccc(C[C@H]2NC[C@H](O)[C@H]2OC(C)=O)cc1,-4
CCCCCCCCCOc1ccc2[nH]cc(CCN)c2c1,40
O=C(CCl)c1cc(Br)c(Br)s1,-3
CC1CCC/C=C/C2CC(O)CC2C(O)/C=C\C(=O)O1 (centres undefined),-5
COc1ccc(CNCc2nc3ccccc3c(=O)n2-c2ccc(F)cc2)cc1,2
CCCCCc1cc(O)c2c(c1)OC(C)(C)[C@@H]1CCC(C(=O)O)=CC21 (some centres undefined),-3
CC(C)(O)/C=C/C(=O)[C@](C)(O)C1[C@H](O)C[C@@]2(C)[C@@H]3CC=C4C(CC(=O)C(=O)C4(C)C)[C@]3(C)C(=O)C[C@@]12C (some centres undefined),-4
CC1OC(n2cnc3c(N)ncnc32)C[C@H]1O (some centres undefined),3
CCCCC/C=C\C/C=C\C/C=C\C/C=C\CCCC(=O)NCCO,-3
CC(C)(O)[C@H]1O[C@H]2CC[C@@]3(C)[C@@](O)(CC[C@H]4Cc5c([nH]c6ccccc56)[C@@]43C)C2=CC1=O,-1
C[C@H](N)C(=O)N[C@@H](C)C(=O)N[C@@H](Cc1ccccc1)C(=O)CCl,16
CCN1CC2(COC(=O)c3ccccc3N3C(=O)CC(C)C3=O)CCC(OC)C34C5CC6C(OC)CC(O)(C5C6OC)C(O)(C(OC)C23)C14 (centres undefined),-2
C#CCN(C)[C@H](C)Cc1ccccc1,-4
c1ccc2c(c1)[I+]c1ccccc1-2,-1
CSc1ncccc1C1=N/C(=C\N(C)C)C(=O)O1,0

# Laid out differently: results already given
canonical_smiles	NSD2 block
CN1CCc2cc(O)cc3c2[C@H]1Cc1ccc(O)c(O)c1-3	8
O=C(Cc1ccc(Cl)c(Cl)c1)N1CCCCC1CN1CCCC1 (centres undefined)	5
OCC1OC(n2cnc3cc(Cl)c(Cl)cc32)[C@@H](O)[C@H]1O (some centres undefined)	2
Clc1cccc(SC2CCNCC2)n1	11
O=c1cccc2n1CC1CNC[C@H]2C1	-3
CCCN(CCC)[C@@H]1CCc2c(OC)cccc2[C@@H]1C	-5
CCNC(=O)[C@H]1O[C@@H](n2cnc3c(N)ncnc32)C(O)[C@H]1O (some centres undefined)	-4
C[C@@H]1CN([C@@H](C)CO)C(=O)CCCn2cc(nn2)CO[C@H]1CN(C)C(=O)Oc1ccc2ccccc2c1	-4
CC(=O)O[C@H]1CC[C@@]2(C)C(=CC[C@@H]3[C@@H]2CC[C@]2(C)C(=O)CC[C@@H]32)C1	3
COc1ccc(C[C@H]2NC[C@H](O)[C@H]2OC(C)=O)cc1	-4
CCCCCCCCCOc1ccc2[nH]cc(CCN)c2c1	40
O=C(CCl)c1cc(Br)c(Br)s1	-3
CC1CCC/C=C/C2CC(O)CC2C(O)/C=C\C(=O)O1 (centres undefined)	-5
COc1ccc(CNCc2nc3ccccc3c(=O)n2-c2ccc(F)cc2)cc1	2
CCCCCc1cc(O)c2c(c1)OC(C)(C)[C@@H]1CCC(C(=O)O)=CC21 (some centres undefined)	-3
CC(C)(O)/C=C/C(=O)[C@](C)(O)C1[C@H](O)C[C@@]2(C)[C@@H]3CC=C4C(CC(=O)C(=O)C4(C)C)[C@]3(C)C(=O)C[C@@]12C (some centres undefined)	-4
CC1OC(n2cnc3c(N)ncnc32)C[C@H]1O (some centres undefined)	3
CCCCC/C=C\C/C=C\C/C=C\C/C=C\CCCC(=O)NCCO	-3
CC(C)(O)[C@H]1O[C@H]2CC[C@@]3(C)[C@@](O)(CC[C@H]4Cc5c([nH]c6ccccc56)[C@@]43C)C2=CC1=O	-1
C[C@H](N)C(=O)N[C@@H](C)C(=O)N[C@@H](Cc1ccccc1)C(=O)CCl	16
CCN1CC2(COC(=O)c3ccccc3N3C(=O)CC(C)C3=O)CCC(OC)C34C5CC6C(OC)CC(O)(C5C6OC)C(O)(C(OC)C23)C14 (centres undefined)	-2

# Screening results from PubChem.

# Only part of the results is shown. The share of hits here may be higher or lower than overall.
